Source: PubChem BioAssay (National Center for Advancing Translational Sciences (NCATS))
Luciferase inh: inhibitors of firefly luciferase; Potency, µM (doses to about 57.1 µM), inactives show top-dose activity change, negative = inhibition, usual class: inhibitors; AID 411; purified firefly luciferase, luminescence, 8 min; 72,000 compounds, 2.2% hits; further: potency means the concentration at half of the fitted maximal effect; on the % scale 0 is the no-effect control and ±100 the full control effect; nearly all actives have a fitted effect of over 40% in size
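Firefly luciferase (PKLight detection mix) with 10 uM ATP in pH 7.2 imidazole buffer (KCl, MgCl2, Tween 20, BSA). Compounds tested across a concentration series (qHTS). Luminescence read after 8 min at ambient temperature.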
ERK AVP block: blocks ERK signaling stimulated by vasopressin. Potency, µM (doses to about 57.5 µM), for the others: at the top dose activity, negative = inhibition, actives largely listed as inhibitors. HEK293-V1b, vasopressin-stimulated pERK AlphaScreen. 72,000 compounds, 0.99% hits; further: potency means the concentration at half of the fitted maximal effect; on the % scale 0 is the no-effect control and ±100 the full control effect; nearly all actives have a fitted effect of over 55% in size
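Phosphorylated ERK1/2 detected via AlphaScreen bead proximity in lysates of V1b-expressing HEK293 cells given 25 nM vasopressin for 5 min after 30 min compound exposure (37 °C). AC50 from Hill equation; basal DMSO 0%, vasopressin 100%.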
CRE Fsk mod: CRE-bla signaling modulation under forskolin stimulation. CHO CRE-bla reporter (cAMP response element driving beta-lactamase), forskolin EC10, beta-lactamase ratio. Potency, µM (series often up to 38.2 µM), without a hit: at the top dose activity change, negative = inhibition, usual class: activators. 71,000 compounds, 2.5% hits. AID 662; active means well fitted activation curve with a large enough effect in the signal ratio, with a control signal flat, not every such curve was filed as active; inconclusive means small, poorly fitted or top-dose-only effect, or effect the other way, or a change in a side signal; the % refers to the signal ratio; further: potency means the concentration at half of the fitted maximal effect; % of control where 0% means no effect
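CRE-bla CHO cells stimulated with EC10 NKH 477 (water-soluble forskolin) and compound titrations, 3 h at 37C; beta-lactamase read with CCF4 after 2 h at room temperature. Activity from 460/530 nm emission ratio, AC50 values for positive or negative modulation.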
HBB splice mod: hemoglobin beta splicing modulation. 65,000 compounds, 0.06% hits. HBB splicing reporter cell assay, activation; EGFP reporter with mutant IVS2-654 intron; response scale: normalised to 500 nM splice-correcting PNA. AID 925. Potency, µM (titrated, usually from 46.1 µM), inactives show top-dose activation, actives largely listed as activators; further: potency means the concentration at half of the fitted maximal effect; 0% is about no effect
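HeLa cells stably expressing EGFP interrupted by mutant beta-globin intron 2 (IVS2-654), 500/well in 2% FCS. Treated with compound for 2 days at 37C. Splicing correction scored as total well GFP intensity (488 nm excitation, 500-520 nm emission); 500 nM antisense PNA served as control.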
Pol III holo inh: blocks replication by bacterial DNA polymerase III holoenzyme; Potency, µM (doses to about 57.1 µM), for inactives: at the top dose activity change, negative = inhibition; 71,000 compounds, 0.25% hits; AID 603; reconstituted DNA polymerase III holoenzyme replication, biochemical; further: potency means the concentration at half of the fitted maximal effect; on the % scale 0 is the no-effect control and ±100 the full control effect
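Reconstituted *E. coli* holoenzyme (0.35 nM Pol III, 1 nM beta, 154 nM SSB, 2 nM primase) was preincubated with compound for 15 min at RT. Synthesis on 1.4 nM ssM13Gori ran 35 min, then was stopped with PicoGreen/EDTA and read as dsDNA fluorescence.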
Hsp90 Hop PPI: changes Hsp90-Hop TPR2A binding signal, up or down; AlphaScreen TPR2A-His6 binding biotin-Hsp90 C-terminal peptide; 71,000 compounds, 0.44% hits; Potency, µM (series often up to 57 µM), without a hit: at the top dose activity change, negative = inhibition; active means well fitted curve in either direction with a large enough effect; inconclusive means small, poorly fitted or top-dose-only effect, or another doubt; further: potency means the concentration at half of the fitted maximal effect; on the % scale 0 is the no-effect control and ±100 the full control effect; many of its hits are not listed in these tables
ALOX15 inhib: inhibitors of human 15-lipoxygenase (ALOX15) | purified 15hLO-1, xylenol orange hydroperoxide absorbance | Potency, µM (top dose mostly 57.1 µM), without a hit: at the top dose activity change, negative = inhibition, usual class: inhibitors | 74,000 compounds, 1.4% hits; further: potency means the concentration at half of the fitted maximal effect; on the % scale 0 is the no-effect control and ±100 the full control effect; nearly all actives have a fitted effect of over 55% in size
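Hydroperoxide formed from arachidonic acid (50 uM) by purified human 15hLO-1 (40 nM) oxidizes ferrous iron, and the ferric-xylenol orange complex is read at 573 versus 405 nm. Compounds were preincubated 15 min; reaction ran 6 min at room temperature.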
Ub-GFP proteasome: inhibits proteasome, raising ubiquitin-GFP reporter fluorescence; Ubiquitin-GFP reporter cells, proteasome inhibition, GFP fluorescence; response scale: untreated = 0%, 10 µM MG-132 = 100%; 67,000 tested, under 10 active; Potency, µM (doses to about 45.9 µM), for the others: top-dose activation (GFP accumulation), usual class: activators; active means well fitted activation curve with a large enough effect, not every such curve was filed as active; inconclusive means small, poorly fitted or top-dose-only effect, or another doubt; inactive means no such curve, though single readings can be large or run the other way; further: potency means the concentration at half of the fitted maximal effect
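U2OS cells expressing ubiquitin(G76V)-GFP, seeded overnight in 0.5% FBS medium, then treated 4 hr at 37 C across 46 uM to 2.9 nM. GFP-positive cells counted by laser cytometry (488 ex/515 em); %activity scaled between basal and 10 uM MG-132.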
Tau filament bind: binders of human tau filaments. AID 596. Potency, µM (highest dose often 57.1 µM), for inactives: at the highest dose activity change, negative = inhibition. 71,000 compounds, 2% hits. recombinant tau filaments, thioflavin S fluorescence, 15 h; filaments grown with octadecylsulfate alongside compound;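 further: potency means the concentration at half of the fitted maximal effect; on the % scale 0 is the no-effect control and ±100 the full control effect; actives lower thioflavin S fluorescence by blocking filaments or displacing dye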
Target sequence (P10636 whole entry, looked up): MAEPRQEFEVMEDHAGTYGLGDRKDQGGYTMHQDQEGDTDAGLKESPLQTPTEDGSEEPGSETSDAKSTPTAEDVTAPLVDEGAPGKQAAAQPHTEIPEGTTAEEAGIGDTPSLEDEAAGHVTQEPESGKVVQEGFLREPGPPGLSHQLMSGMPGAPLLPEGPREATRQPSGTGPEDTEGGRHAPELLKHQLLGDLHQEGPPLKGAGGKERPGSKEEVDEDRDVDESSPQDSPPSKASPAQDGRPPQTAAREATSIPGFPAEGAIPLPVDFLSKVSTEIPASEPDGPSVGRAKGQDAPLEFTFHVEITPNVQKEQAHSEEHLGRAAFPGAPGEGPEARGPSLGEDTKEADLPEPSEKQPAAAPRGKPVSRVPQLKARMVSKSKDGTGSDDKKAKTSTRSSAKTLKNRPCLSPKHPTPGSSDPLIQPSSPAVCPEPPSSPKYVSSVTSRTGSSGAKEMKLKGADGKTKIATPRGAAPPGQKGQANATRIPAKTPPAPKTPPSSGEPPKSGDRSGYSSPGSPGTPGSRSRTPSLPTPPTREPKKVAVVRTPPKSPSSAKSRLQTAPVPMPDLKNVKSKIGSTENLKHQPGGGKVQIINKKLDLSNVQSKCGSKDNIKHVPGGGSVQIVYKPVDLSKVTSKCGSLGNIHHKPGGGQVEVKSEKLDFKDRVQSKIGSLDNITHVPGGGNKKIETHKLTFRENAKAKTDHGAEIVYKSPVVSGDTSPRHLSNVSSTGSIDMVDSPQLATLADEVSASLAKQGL
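Thioflavine S fluorescence (ex 450, em 510 nm) reports filaments formed from 1 uM human tau plus 30 uM ODS over 15 h at 37 C (10 mM HEPES pH 7.4, 100 mM NaCl, 5 mM DTT); compounds displacing dye or blocking filaments lower signal.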
GFP derepression: epigenetic modulators derepressing GFP locus in mouse cells; AID 597; 68,000 compounds, 0.09% hits; Potency, µM (titrated, usually from 46.1 µM), for the others: at the top dose GFP derepression (activation); mouse C127i GFP locus derepression, cytometry, 30 h; further: % of control where 0% means no effect
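Derepression screen: silenced CMV-GFP reporter in murine C127i cells, 30 h compound incubation at 37 C, washed cells imaged by laser-scanning cytometer to enumerate GFP-expressing objects of 20 to 120 um.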
HADH2 inhib: inhibitors of human HADH2 dehydrogenase; Q99714; recombinant HADH2, NADH fluorescence, beta-hydroxybutyryl-CoA; Potency, µM (series often up to 57.1 µM), for inactives: top-dose activity change, negative = inhibition, hits mostly inhibitors; 73,000 compounds, 3.4% hits; AID 886; further: potency means the concentration at half of the fitted maximal effect; on the % scale 0 is the no-effect control and ±100 the full control effect; nearly all actives have a fitted effect of over 60% in size; many of its hits are not listed in these tables
Target sequence (Q99714 whole entry, looked up, one chain of several): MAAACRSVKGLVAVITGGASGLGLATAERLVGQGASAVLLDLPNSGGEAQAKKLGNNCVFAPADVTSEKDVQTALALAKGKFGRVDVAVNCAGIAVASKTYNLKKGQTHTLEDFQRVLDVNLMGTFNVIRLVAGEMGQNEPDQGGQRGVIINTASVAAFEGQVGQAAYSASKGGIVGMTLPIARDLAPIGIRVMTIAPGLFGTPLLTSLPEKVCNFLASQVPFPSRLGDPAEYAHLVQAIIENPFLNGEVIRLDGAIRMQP
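E. coli-expressed His-tagged HADH2 tested at 20 nM in alkaline Tris buffer (pH 9.0); oxidation of 90 uM beta-hydroxybutyryl-CoA with 1 mM NAD+ tracked fluorimetrically for 4 min.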
* marks the source's active call; other numbers are inactive results; i = inactive; ? = inconclusive; nt = no result given; [ ] = dose if it differs, or a comment. Unless noted, the call rests on the fitted dose curve; in most records, active means well fitted curve in the direction sought with a large enough effect; inconclusive means small, poorly fitted or top-dose-only effect, or another doubt; inactive means no such curve, though single readings can be large; an effect the other way counts as inactive or inconclusive.

SMILES	Luciferase inh	ERK AVP block	CRE Fsk mod	HBB splice mod	Pol III holo inh	Hsp90 Hop PPI	ALOX15 inhib	Ub-GFP proteasome	Tau filament bind	GFP derepression	HADH2 inhib
O=C(NCc1ccccc1)N1CCC(c2nc3ccccc3[nH]2)CC1	-6%	-12%	-8%	nt	6%	-1%	3%	-1%	4%	0%	-6%
O=C(c1ccc2c(c1)OCCO2)C1CCN(C(=O)c2ccc(F)cc2)CC1	1%	-23%	-3%	-3.1%	0%	-6%	-1%	4%	2%	0%	-6%
Cc1ccc(-c2noc(CN3CCN(c4ccccc4F)CC3)n2)cc1	5%	-2%	-7%	0.0%	1%	-1%[2.3 µM]	-2%	-4%	-11%	nt	-3%
O=c1cnc2cnc(N3CCNCC3)nc2n1C1CC1	0%[11.4 µM]	3%	15%	-0.2%	-9%	-5%	1%	8%	10%	5%[9.22 µM]	-25%
Cc1ccc(N2Cc3ccccc3OC(C)C2=O)cc1 (centres undefined)	0%	-3%	3%	-0.2%	2%	2%	5%	7%	-14%	0%	-4%
COc1ccccc1-n1nnnc1SCc1ccccc1	2%	0%	6%	0.4%	-6%	-5%	-2%	7%	8%	0%	2%
Cc1nc(NCCCn2ccnc2)c2oc3ccccc3c2n1	-4%	?	13µM*	4.1%[0.369 µM]	-2%	-9%	9%	-1%	11%	0%	3%
O=C(CC1Nc2ccccc2NC1=O)NC1CCCCC1 (centres undefined)	3%	8%	-17%	-0.3%[57.5 µM]	-1%	-6%	-1%	-3%	-5%	-2%	15%
Cc1c(CCC(=O)O)c(=O)oc2cc(O)ccc12	1%	-9%	?	-0.8%	-5%	0%	6%	0%	2%	5%	2.5µM*
O=C(NC1CS(=O)(=O)CC1NCc1ccccc1)c1ccccc1 (centres undefined)	0%	-16%	2%	-0.1%[57.5 µM]	-4%	1%	1%	-2%	16%	-3%	?
COc1ccc(C2C3=C(CC(C)(C)CC3=O)N(CCN3CCOCC3)C3=C2C(=O)CC(C)(C)C3)cc1	-2%	8%	?	1.2%	-3%	0%	-2%	-13%	51%	0%	-23%
Cn1c(=O)c2c(nc(NC3CCCCC3)n2CC(=O)C23CC4CC(CC(C4)C2)C3)n(C)c1=O	0%	10%	1%	-1.2%	-6%	-3%	-23%	0%	-2%	4%	1%
CN(c1cccc(NC(=O)c2ccccc2N(C)S(C)(=O)=O)c1)S(C)(=O)=O	-1%	-15%	-4%	0.1%	1%	-1%	2%	-1%	-14%	0%	14%
COc1ccc(C2CC(c3cccc(OC)c3)n3nc(N)nc3N2)cc1 (centres undefined)	1%	?	0%	-1.8%	5%	-4%[2.3 µM]	9%	23%	-5%	nt	4%
O=C(Nc1ccc(F)cc1F)c1ccco1	-1%	8%	-5%	-2.8%	-4%	-1%	3%	-4%	2%	3%	1%
CCOC(=O)c1c(NC(=O)c2ccoc2C)sc2c1CCC2	4%	-15%	?	1.4%	-6%	3%	-8%	?	12%	3%	32µM*
COc1ccc(CCNS(=O)(=O)c2ccc3c(c2)oc(=O)n3C)cc1OC	2%	nt	4%	-0.5%	-6%	-3%	7%	-5%	-8%	nt	8%
Cc1ccc2cc(CCNC(=O)C(C)C)c(=O)[nH]c2c1	4%	nt	-10%	0.0%	-6%	2%	10%	3%	-20%	nt	-7%
Cc1nc2ncnn2c(C)c1CCC(=O)Nc1ccc(S(=O)(=O)N2CCCCCC2)cc1	1%	16%	-12%	-0.9%	3%	-3%	5%	9%	11%	-2%	1%
COc1ccc(Oc2ncc3nc(-c4ccc(OC)cc4)c(=O)n(C4CC4)c3n2)cc1	2%[11.4 µM]	8%	?	-0.3%	0%	-7%	-4%	13%	15%	5%[9.22 µM]	-6%
Cc1cc(NC(=O)CCN2C(=O)c3ccccc3C2=O)no1	1%	-9%	5%	-1.7%	1%	7%	4%	2%	-11%	-2%	-4%
Cc1ccc2cccc(OC(=O)c3ccc4c(c3)OCCO4)c2n1	-1%	16%	-4%	nt	-6%	5%	-6%	9%	-6%	1%	1%
O=S(=O)(O)[C@@H](c1ccccc1)[C@@H](O)c1ccccc1	1%[11.4 µM]	-4%[11.5 µM]	5%[7.6 µM]	0.4%[9.22 µM]	-1%[11.4 µM]	-1%[11 µM]	-3%[11.4 µM]	4%[9.17 µM]	4%[11.4 µM]	14%[9.22 µM]	3%[11.4 µM]
CC(=O)Nc1cc2c(=O)n(Cc3ccccc3)c(C)nc2cc1N1CCOCC1	-3%	0%	14%	nt	-3%	-3%	-10%	-6%	-20%	-2%	8%
CCOCCCNC(=O)C1CCN(S(=O)(=O)CC)CC1	2%	36%	-1%	-0.2%	0%	?	22%	1%	5%	4%	8%
Cn1c(=O)c2c(nc(N3CCOCC3)n2CC(=O)C23CC4CC(CC(C4)C2)C3)n(C)c1=O	2%	?	?	5.9%[0.369 µM]	0%	-11%	-7%	nt	1%	-2%	7%
COc1ccc(CCn2c(N)c(C(=O)NCc3ccco3)c3nc4ccccc4nc32)cc1OC	1%	-16%	?	0.7%	-5%	20%	-28%	-4%	?	8%	?
CCC(=O)N(c1ccc(F)cc1)C1C=CS(=O)(=O)C1 (centres undefined)	1%	12%	-1%	-0.4%	2%	-1%	5%	-11%	5%	-1%	0%
CN1C(=O)N(C)C2(c3ccccc3)N(C)C(=O)NC12c1ccccc1 (centres undefined)	2%	-1%	?	-1.4%[57.5 µM]	0%	-3%	5%	1%	2%	0%	9%
COCC(=O)Nc1nc2n(n1)C(c1ccc(OC)cc1)CC(c1ccc(OC)cc1)N2 (centres undefined)	0%	-16%	-7%	1.1%[0.369 µM]	0%	-6%	22%	-3%	-1%	5%	-5%
CC1CN(S(=O)(=O)c2ccc(Cl)c(C(F)(F)F)c2)CC(C)O1 (centres undefined)	1%	5%	-2%	-0.7%	6%	1%	2%	-4%	-10%	0%	12%
Cc1c(NS(=O)(=O)c2cccs2)c(=O)n(-c2ccccc2)n1C	-1%	-1%	-2%	nt	-4%	3%	6%	3%	5%	-1%	-1%
CCOC(=O)N1CCC(NS(=O)(=O)c2ccc3c(c2)OCC(=O)N3)CC1	3%	22%	13%	9.2%[0.369 µM]	2%	-2%	4%	3%	-5%	6%	4%
COc1ccc(CNC(=O)c2ccc(NS(=O)(=O)c3c(C)noc3C)cc2)cc1	1%	2%	2%	-0.9%	1%	-4%	1%	6%	6%	2%	-11%
O=C1C(Cl)=C(N2CCN(Cc3ccccc3)CC2)C(=O)N1c1ccccc1	1%	-15%	4%	3.6%[57.5 µM]	-6%	3%	-1%	0%	-4%	4%	-15%
Cc1nc(CSc2nnc3scc(-c4ccccc4)n23)cs1	0%	7%	?	-2.1%	5%	-2%	-4%	-11%	3%	-1%	2%
N#Cc1ccccc1Cn1c(=O)n(Cc2ccc(C(=O)NCc3ccco3)cc2)c(=O)c2ccccc21	1%	20%	?	-3.1%	3%	9%	-19%	0%	i	4%	-1%
O=C(NCc1ccccn1)C1CCC(=O)N1C1CCCC1 (centres undefined)	-1%	-26%	-2%	-0.3%	-8%	-28%	25%	15%	5%	-3%	2%
COCC(=O)Nc1nnc(-c2cccs2)s1	1%	-9%	4%	nt	-1%	0%	-1%	1%	-7%	1%	?
O=C(COc1ccc2oc3c(c2c1)CCCC3)Nc1ccccn1	-13%	1%	-1%	nt	1%	2%	0%	1%	84%	0%	9%
Fc1ccc(NCc2cn3ccccc3n2)cc1	?	4%	13%	-2.1%	0%	-6%	13%	-1%	-2%	6%	1%
Cc1c(C(=O)O)c2cc(O)ccc2n1-c1ccccc1	1%	12%	-4%	nt	-3%	-4%	1%	-5%	-13%	1%	9%
COCCCn1c(=N)c(C(=O)NCc2ccc3c(c2)OCO3)cc2c(=O)n3ccccc3nc21	2%	10%	?	1.6%	-21%	-19%	-22%	10%	10µM*	0%	13%

The list is partial. The share of hits here may be higher or lower than overall.
